Screening data as filed in PubChem BioAssay.
ERa coact inh – ER-alpha (human) coactivator binding inhibition; P03372; TR-FRET ER-alpha LBD / SRC-1 peptide, estradiol-bound; inhibition, % at 25.6 µM; 86,000 tested, 1.7% active; in the data active = inhibition above about 50%;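 note: 0% = receptor plus peptide control and 100% = peptide only without receptor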
Target sequence (P03372 whole entry, looked up, the tested form may be a part): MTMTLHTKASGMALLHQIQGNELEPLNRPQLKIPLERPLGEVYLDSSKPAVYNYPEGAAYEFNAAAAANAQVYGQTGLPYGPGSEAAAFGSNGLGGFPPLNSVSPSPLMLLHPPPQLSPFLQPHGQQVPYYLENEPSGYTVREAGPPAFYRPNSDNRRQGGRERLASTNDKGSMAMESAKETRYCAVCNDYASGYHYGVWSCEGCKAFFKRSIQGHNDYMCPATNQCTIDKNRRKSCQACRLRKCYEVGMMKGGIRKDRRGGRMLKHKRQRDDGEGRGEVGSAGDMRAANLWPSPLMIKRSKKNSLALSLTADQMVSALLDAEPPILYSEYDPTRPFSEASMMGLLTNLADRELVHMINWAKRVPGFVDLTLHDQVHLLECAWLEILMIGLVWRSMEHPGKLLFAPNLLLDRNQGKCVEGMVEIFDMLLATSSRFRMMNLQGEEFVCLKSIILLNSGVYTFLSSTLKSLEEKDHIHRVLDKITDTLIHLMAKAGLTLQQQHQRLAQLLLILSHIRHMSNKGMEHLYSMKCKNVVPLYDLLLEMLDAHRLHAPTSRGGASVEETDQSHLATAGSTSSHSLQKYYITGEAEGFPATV
HUVEC inhibit – blocks proliferation of human endothelial cells. HUVEC proliferation, CellTiter-Glo luminescence, 72 h; stronger effect = lower value. viability, % at 10 µM (by protocol). 86,000 tested, 1.1% active;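 active = viability at or below 30%; inactive = viability above 30%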;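 note: 100% = median luminescence of DMSO-only cell control wells on each plate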
ERa SRC1 pot – enhances coactivator binding to human estrogen receptor alpha; P03372; TR-FRET ERalpha-LBD/SRC-Cy5 coactivator binding, 2 h; 100 = basal binding, no effect; coactivator binding (% of control), % at 25.6 µM; 86,000 tested, 1.3% active; AID 639; in the data active = activity above about 200%;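 note: binding measured in presence of low estradiol as agonist stimulus; 0% = peptide alone without receptor and 100% = receptor with peptide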
H69AR growth 86K – blocks growth of human H69AR lung tumor cells; H69AR lung tumor viability, ATP luminescence, 72 h; stronger effect = lower value; viability, % at 10 µM; 85,000 tested, 6% active; AID 598;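 active = viability at or below 40%; inactive = viability above 40%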;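 note: multidrug resistant small cell line overexpressing MRP-1 efflux transporter; 100% = mean luminescence of untreated control wells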
sEH act – increases human soluble epoxide hydrolase activity; P34913; purified human sEH enzymatic activity, activator screen; activation, % at 2 µM; 91,000 tested, 0.04% active; AID 717; in the data active = activation above about 37%; note: values of inactives mirror those of a sister screen read the other way
ERb SRC1 inh – blocks coactivator binding to human estrogen receptor beta; 86,000 tested, 1.3% active; inhibition, % at 25.6 µM; TR-FRET ER-beta LBD / SRC1-Cy5 peptide binding; receptor agonist-loaded with 1 µM estradiol;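 active = compounds whose percent inhibition of the receptor-coactivator binding signal exceeds about 50% in the single-dose screen, limit read from the data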;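 note: 0% = receptor plus peptide wells without compound and 100% = peptide-only wells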
Smad3 FoxH1 inh – blocks human Smad3 binding to FoxH1 peptide; TR-FRET Smad3/Dy647-FoxH1 peptide binding, europium anti-His; inhibition, % at 25 µM; 88,000 tested, 0.29% active;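 active = compounds that reduce the energy-transfer binding signal between the protein and its labelled peptide by more than half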;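 note: 0% = Smad3 plus labelled peptide maximal FRET and 100% = peptide-only background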
Target sequence (P84022 whole entry, looked up): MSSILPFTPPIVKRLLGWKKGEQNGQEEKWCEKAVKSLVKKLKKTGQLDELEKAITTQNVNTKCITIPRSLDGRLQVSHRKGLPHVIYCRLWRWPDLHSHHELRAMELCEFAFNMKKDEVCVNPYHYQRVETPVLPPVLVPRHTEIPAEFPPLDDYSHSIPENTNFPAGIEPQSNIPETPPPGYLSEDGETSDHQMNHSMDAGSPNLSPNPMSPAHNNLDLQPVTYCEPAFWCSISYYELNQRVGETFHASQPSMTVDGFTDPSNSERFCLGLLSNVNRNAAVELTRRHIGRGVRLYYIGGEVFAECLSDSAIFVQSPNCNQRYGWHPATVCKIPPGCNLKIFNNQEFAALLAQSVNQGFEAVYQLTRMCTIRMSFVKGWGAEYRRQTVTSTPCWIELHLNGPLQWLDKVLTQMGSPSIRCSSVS
Fibroblast inh – blocks proliferation of human lung fibroblasts; 85,000 tested, 1.1% active; viability, % at 10 µM; LL 47 human lung fibroblast viability, ATP luminescence; stronger effect = lower value; AID 719;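 active = viability at or below 50% in the single dose screen; inactive = viability above 50%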;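 note: compound exposure lasted 72 h before the ATP readout; 100% = median luminescence of untreated cell-only wells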
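Material: human lung fibroblast line LL 47, low passage; Evaluation: viability percentage against median untreated-cell control; Buffer or medium: 15% FBS in IMEM; Incubation: 72 h compound exposure at 37 °C after overnight plating; Dosing: 0.1% DMSO in all compound wells; Measured by: CellTiter-Glo luminescence.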
Candida biofilm – kills Candida albicans biofilms; C. albicans biofilm + clotrimazole, Alamar Blue; inhibition, % at 6 µM; 85,000 tested, 0.14% active; AID 834;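 active = inhibition above 20%; inactive = inhibition below 20%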;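 note: preformed 24 hr biofilms exposed to compound for 48 hr; 0% = biofilm without compound and 100% = blank killed by clotrimazole plus chlorhexidine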
Numbers without * were called inactive; x = not tested or not shown; [ ] = remark or other dose. These rows are one share of the data (hit frequency here may not be typical).

molecule	ERb SRC1 inh	Smad3 FoxH1 inh	ERa SRC1 pot	ERa coact inh	sEH act	Fibroblast inh	H69AR growth 86K	Candida biofilm	HUVEC inhibit
Cn1c(SCc2ccccc2)nnc1C1CCCNC1 (stereo not drawn)	2	-11	102[fluorescence artefact?]	3	20	103	105	4	94
CSc1oc(-c2ccccc2)nc1S(=O)(=O)c1ccc(C)cc1	-7	1	119	-6	x	102	87	6	97
O=c1sc(N2CCN(c3ccccc3F)CC2)nc2ccsc12	4[fluorescence artefact?]	-9	189[fluorescence artefact?]	2[fluorescence artefact?]	5	88	85	0	81
Cc1ccc(S(=O)(=O)N2CCOCC2)cc1C(=O)NCCCn1ccnc1	-6	11	112	-5	8	95	89	10	83
CCOC(=O)N1CCC(NC(=O)Cn2nc(Cc3ccncc3)c3ccccc3c2=O)CC1	-2[fluorescence artefact?]	-9	129	-6	x	108	94	-2	104
O=S(=O)(/N=C(\Sc1ccc(Cl)cc1)c1ccccc1)c1ccccc1	55*[fluorescence artefact?]	-6	27	77*	x	73	39*	1	61
O=C(Nc1ccn(Cc2ccc(F)cc2)n1)c1ccncc1	-5	-3	98	3[fluorescence artefact?]	-10	101	105	x	108
COc1cccc(Nc2c(F)c(F)c(F)c(F)c2C(=O)O)c1	-5	5	123	-17	12	105	95	9	101
CCn1nc(C)c(NS(=O)(=O)c2ccc(C)cc2)c1C	-29[fluorescence artefact?]	4	103	-22	0	95	105	8	102
CCOC(=O)c1cnc(SC)nc1Sc1cc(Cl)ccc1Cl	-1	4	102	-4	6	88	62	12	100
CCC(Sc1nc2cc3c(cc2c(=O)n1Cc1ccco1)OCO3)C(=O)Nc1cccc(OC)c1 (stereo not drawn)	12	-2	110	8	-5	36*	11*	3	4.1*
CSc1ccccc1C(=O)NCC1CCCO1 (stereo not drawn)	-16	-10	101	-9	15	93	79	1	97
COC(=O)c1cc(OC)c(OC)cc1NC(=O)c1cccnc1	-9	13	122	-5	7	96	83	4	90
CC1CCc2ccccc2N1C(=O)c1cccs1 (stereo not drawn)	-24	2	117	-29	2	98	92	8	103
Cc1ccc(C)c(OCC(=O)Nc2cc(C)on2)c1	8	-5	144	-2	x	108	72	11	101
O=C(c1ccccc1)N1CCN(C2c3cccc4cccc(c34)C2NS(=O)(=O)c2ccccc2)CC1 (stereo not drawn)	2	-7	101	19	0	96	76	2	84
CC(C)COC(=O)Nc1ccccc1C(=O)N1CCOCC1	-7	7	121[fluorescence artefact?]	-9	14	95	103	6	118
CCCCn1nnc(NC(=O)COc2cc(C)ccc2C(C)C)n1	4	6	119	-6	-34	103	97	8	89
COc1ccccc1OCC(=O)Nc1ccc(S(=O)(=O)NC(C)=O)cc1	-1	-13	112	-5	x	94	103	6	85
CCOC(=O)NC1(C(F)(F)F)C(=O)NC(C)=C1C(=O)OC (stereo not drawn)	-2	0	110	-3	9	99	98	10	91
CCOC(=O)C1CCN(C(=O)CN(Cc2ccc(Cl)cc2)S(C)(=O)=O)CC1	-4	4[fluorescence artefact?]	102	-3	-2	115	87	2	107
O=C(Cn1ncc2c3ccccc3n(Cc3ccc(F)cc3)c2c1=O)N1CCN(c2ncccn2)CC1	0	-15	181[fluorescence artefact?]	1	-7	88	77	6	81
COc1ccc(CCNC(=O)C2CCN(c3ccc(N4CCOCC4)nn3)CC2)c(OC)c1	9	-9	90	0[fluorescence artefact?]	-51	100	85	6	104
CCOc1cc(S(=O)(=O)Nc2ccccn2)ccc1F	-15	5	110[fluorescence artefact?]	-8	-7	98	96	6	91
OC1CCN(c2c3c(nc4cc(-c5ccc(F)cc5)nn24)CCC3)CC1	-1	8	84	1	8	96	60	5	86
O=c1nc(NC2CCCC2)ccn1Cc1cccc(Br)c1	-4	3	102	0	-8	103	106	5	100
COCCCNC(=O)CN1C(=O)CSc2ncccc21	-8[fluorescence artefact?]	4	117	-7	x	98	100	9	104
O=C(c1ccc(Cl)c(Cl)c1)N1CCCC1	-10	4	89	2	7	103	95	8	90
Cc1ccc(C(=O)NC2CCN(C(=O)N3CCOCC3)CC2)cc1	-2	-6	102[fluorescence artefact?]	-2	-1	105	91	-5	91
CCOC(=O)N1CCC(NC(=O)Cc2cn(C)c3ccccc23)CC1	-10	0	111	-13	-48	97	101	10	100
O=C(CCn1c(=O)[nH]c2ccsc2c1=O)N(CCc1ccccc1)Cc1ccccc1	-1	-4	87	7	15	100	87	10	90
CC1(C)CC(CC(=O)O)(c2ccc(Cl)cc2)CCO1 (stereo not drawn)	4	17	82	-1	-3	98	81	6	86
Cn1c(C(=O)N2CCOCC2)cnc1Sc1ncc(C(F)(F)F)cc1Cl	-1[fluorescence artefact?]	1	81	12[fluorescence artefact?]	-3	109	87	7	103
Cc1noc(NS(=O)(=O)c2ccc(N/C=C\C(=O)c3ccncc3)cc2)c1C	-6	-3	100	-11	0	100	114	9	89
Cc1ccc(-n2ncc3c(=O)n(CC(=O)N4CCN(c5ccccc5F)CC4)cnc32)cc1C	-6	-11	149	-15	-6	99	50	6	66
CS(=O)(=O)N(CC(=O)Nc1ccc2c(c1)OCO2)c1ccc2c(c1)OCO2	0	10	94	-1	4	91	93	-1	81
COCCCNc1c2c3c(cccc3[nH]c1=O)C(=O)c1ccccc1-2	0[fluorescence artefact?]	-4[fluorescence artefact?]	89[fluorescence artefact?]	-16[fluorescence artefact?]	17	64	18*	11	46
CS(=O)(=O)c1ccc2nc(NC3(C(F)(F)F)N=C4SCCN4C3=O)sc2c1 (stereo not drawn)	18	-4	65	23	-6	107	88	10	94
COc1ccc(C(=O)N2CCN(S(=O)(=O)c3ccc(C)cc3C)CC2)cc1OC	1[fluorescence artefact?]	-11	106	6	x	112	74	-2	116
Cn1c(NCCCN2CCOCC2)nc2c1c(=O)n(Cc1ccc(Cl)cc1)c(=O)n2C	-6	12	154	2	x	94	100	-5	94
CC(=O)c1cccc(-n2nnnc2SCC(=O)N2CCCC2)c1	-16	-8	117	-12	1	93	101	4	101
Cc1c(OCc2ccc(C(=O)O)o2)ccc2c3c(c(=O)oc12)CCC3	47	-4	49	40	-44	x	88	-7	96
CCN(CC)S(=O)(=O)c1ccc(NC(=O)CC(NC(C)=O)c2ccccc2)cc1 (stereo not drawn)	1	13	109	0	17	99	95	6	96
O=C(c1ccccc1NS(=O)(=O)c1cccs1)N1CCOCC1	-5	-21	120	-2	5	92	110	x	114
CCCC(C)C(=O)Nc1ccc2c(c1)OCCO2 (stereo not drawn)	-16	-1	102[fluorescence artefact?]	-29	-11	104	104	6	91
Fc1ccccc1-c1nc(-c2ccc(Cl)cc2)no1	11	-6	102	-1	12	100	83	8	98
Cc1ccc(S(=O)(=O)N(C)CC(=O)NC2CC(C)(C)NC(C)(C)C2)cc1	-7	-8	110	-5	-7	98	98	0	104
Cc1ccc(NC2=C(Cl)C(=O)OC2NC(=O)c2ccccc2)cc1 (stereo not drawn)	-8	0	107	-8	-8	103	92	3	79
CCCn1c(SCC(N)=O)nc2c(c1=O)C1(CCCC1)Cc1ccccc1-2	-2	10	147	1	7	100	82	6	88
c1coc(C2Nc3cccc4cccc(c34)N2)c1	78*[fluorescence artefact?]	14	26[fluorescence artefact?]	74*[fluorescence artefact?]	-1	98	6.7*	3	78
Oc1ccccc1-c1cc(-c2ccccc2Cl)[nH]n1	0	-5	84	14	1	101	22*	9	25*
COc1ccc(CN2CCCCC2C(=O)Nc2ccc(OC)c(OCC(C)C)c2)cc1OC (stereo not drawn)	-7[fluorescence artefact?]	3	98	-7	-4	91	46	6	87
CCC(=O)Nc1nc(C)c(Oc2ccccc2)c(=O)[nH]1	2	-3	116	-8	x	98	117	9	98
O=C(CSc1ncnc2c1oc1ccccc12)Nc1nc2ccccc2s1	18	7	75	42[fluorescence artefact?]	5	103	13*	0	16*
CCC(=O)N1CCc2cc(Br)cc(S(=O)(=O)N3CCCCCC3)c21	5[fluorescence artefact?]	-5	87[fluorescence artefact?]	1	-4	104	75	4	100
FC(F)(F)c1cccc(-c2ccc(-c3csnn3)o2)c1	4	11	91	-7	x	94	83	3	102

New compounds follow:
molecule	ERb SRC1 inh	Smad3 FoxH1 inh	ERa SRC1 pot	ERa coact inh	sEH act	Fibroblast inh	H69AR growth 86K	Candida biofilm	HUVEC inhibit
COc1ccc2c(c1)C(C)CC(C)(C)N2C(=O)CSc1ncn[nH]1 (stereo not drawn)	2[fluorescence artefact?]	4	131[fluorescence artefact?]	9	3	99	105	6	104
CCC(C)NC(=O)C1CCN(S(=O)(=O)CC)CC1 (stereo not drawn)	-1	5	112	3	2	102	97	6	97
CCSc1nnc(CNc2ccc(F)cc2)n1CC1CCCO1 (stereo not drawn)	-7[fluorescence artefact?]	-7	98	-11[fluorescence artefact?]	-15	105	86	2	103
CCCOC(=O)CN1C(=O)c2ccccc2C1=O	-4	-2	114	-7	6	105	101	6	95
CCOC(=O)C1=C(CSc2nc3c(cc2C#N)CN(C)CC3)OC(N)=C(C#N)C1c1ccc(F)cc1 (stereo not drawn)	-14	13	84[fluorescence artefact?]	5	8	102	90	2	91
N#CC(C(=O)OC1CCCCC1)c1nc2ccccc2nc1N1CCCCC1 (stereo not drawn)	-1	15	109	8	-12	89	81	4	95
O=C(CSc1ncnc2c1oc1ccccc12)Nc1cccc(F)c1	50*[fluorescence artefact?]	9[fluorescence artefact?]	370*[fluorescence artefact?]	42[fluorescence artefact?]	-25	92	70	13	74
O=C(O)c1cc(-c2ccccc2)c(N2CCOCC2)s1	-7	2	112	1	-6	97	83	6	92
Cc1cc(Cl)ccc1NC(=O)NC1CCN(S(=O)(=O)c2ccc(F)cc2)CC1	-8	-6	81	-6	-41	96	39*	-2	94
CCCn1c2c(c(O)c(C(=O)Nc3ccccc3)c1=O)CCCC2	-7	9	112	6	-2	99	88	1	114
O=S(=O)(c1ccccc1S(=O)(=O)N1CCCCC1)N1CCCCC1	-5	-4	112	-5	4	90	x	7	95
CCCOc1ccc(C(=O)N2CCCc3ccccc32)cc1	-10	3	94	-2	12	94	83	3	93
CCOC(=O)Nc1ccc2c(c1)nc(CN1CCN(C(C)=O)CC1)n2C	-23[fluorescence artefact?]	5	105	-29	-5	100	85	9	94
CCN(CC)c1nc(-c2nn[nH]n2)nc(N(CC)CC)n1	7	8	99	-7	x	106	101	2	94
CC(=O)Nc1ccccc1N(C)S(=O)(=O)c1ccc(C)cc1	-15	0	102	-3	10	101	37*	7	80
Cc1ccc(S(=O)(=O)N(C)CC(=O)N2CCN(c3ccccn3)CC2)cc1	-4	5	107[fluorescence artefact?]	-10	11	99	84	8	82
CCCCCCC(=O)Nc1ccc(C(=O)N2CCCC2)cc1	-6	2	95	-3[fluorescence artefact?]	-44	107	102	0	99
CCC1Oc2ccc(C)cc2N(CC(=O)NCC2COc3ccccc3O2)C1=O (stereo not drawn)	1	-9	125	-3	-10	98	74	11	99
N#Cc1nc(N2CCOCC2)nc(N2CCOCC2)n1	38	3	109	-4	1	89	87	3	92
COc1ccc2oc(=O)cc(C)c2c1	-3[fluorescence artefact?]	10	104	2[fluorescence artefact?]	4	97	86	4	93
